Bioassay records deposited in PubChem by National Center for Advancing Translational Sciences (NCATS).
PTAP TSG101 blk – blocks PTAP/TSG101 interaction to inhibit HIV-1 budding. Q99816. Fluorescence polarization, FITC-PTAP peptide / Tsg101 binding. Potency, µM (top dose mostly 115 µM), without a hit: at the highest dose activity change, negative = inhibition, most hits filed as inhibitors. 340,000 tested, under 10 active; active = well fitted inhibition curve with a large enough effect in the main read-out, with a control signal flat, not every such curve was filed as active; inconclusive = small, poorly fitted or top-dose-only effect, or effect the other way, or a change in a side signal; inactive = no such curve, though single readings can be large or run the other way; also: potency is read from the fitted curve at half-maximal effect; % of control where 0% means no effect
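Tsg101 binding domain (10 uM final) was mixed with compound and a FITC-labeled PTAP peptide (50 nM final) in HEPES pH 7.5 buffer with NaCl, Tween 20, EDTA and TCEP; fluorescence polarization was read after 20 min at r.t.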
TSHR antagonist – human thyrotropin receptor antagonism | activity change, negative = inhibition, % at 11.5 µM | P16473 | TSHR-expressing cells, TSH-stimulated cAMP HTRF, 2 h; hits give low values | AID 504810 | 0.2% of 330,000 active;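 active = activity change below a set negative limit, meaning inhibition stronger than a set level, cut at about -70% in these data; inconclusive = activity change between two set negative limits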; also: % is scaled to controls: 0 for no effect and ±100 for the full control effect
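TSHR-expressing cells were treated with compounds, then stimulated with TSH at EC80 (4nM final) for 2 hours at 37 deg C. Cellular cAMP was measured by HTRF competition between lysate cAMP and cAMP-d2 for a cryptate-labelled anti-cAMP antibody.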
Tb PFK block – T. brucei PFK enzyme inhibition; AID 485367; Potency, µM (series often up to 57.5 µM), inactives show at the top dose activity, negative = inhibition, usual class: inhibitors; O15648; T. brucei PFK, ADP-Glo luminescence; 0.17% of 330,000 active;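 also: potency is read from the fitted curve at half-maximal effect; 0% = uninhibited 1x PFK enzyme wells and -100% = no-enzyme wells; nearly all actives have a fitted effect of over 60% in size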
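PFK 1.25 nM, F6P 0.5 mM, ATP 0.1 mM, 0.1 M TEA pH 8.0, 5 mM MgCl2, 0.01% Tween20, 0.1% BSA; 45 min RT. ADP-Glo readout. qHTS titration up to 57 uM; curves fitted, compounds curve-classed.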
B2AR arrestin – recruits beta-arrestin to the human beta2-adrenergic receptor; beta-arrestin recruitment to beta2AR, cell-based reporter; AID 492947; 0.02% of 330,000 active; P07550; Potency, µM (doses to about 46.1 µM), for the others: top-dose activation, usual class: activators;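 also: potency is read from the fitted curve at half-maximal effect; 0% = DMSO controls and full agonism = EC100 isoproterenol or metaproterenol; nearly all actives have a fitted effect of over 65% in size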
Target sequence (P07550 whole entry, looked up): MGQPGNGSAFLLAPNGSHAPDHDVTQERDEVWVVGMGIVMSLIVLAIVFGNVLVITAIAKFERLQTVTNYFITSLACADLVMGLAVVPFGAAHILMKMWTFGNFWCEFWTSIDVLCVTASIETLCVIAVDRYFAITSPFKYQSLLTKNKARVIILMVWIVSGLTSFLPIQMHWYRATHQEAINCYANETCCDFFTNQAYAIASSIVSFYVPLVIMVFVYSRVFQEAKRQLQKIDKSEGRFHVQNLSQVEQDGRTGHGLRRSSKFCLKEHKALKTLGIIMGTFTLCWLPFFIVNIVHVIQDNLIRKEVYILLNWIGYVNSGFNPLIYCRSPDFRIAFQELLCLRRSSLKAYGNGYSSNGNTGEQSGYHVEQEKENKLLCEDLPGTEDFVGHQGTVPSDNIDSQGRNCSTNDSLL
ELG1 repair inh – ELG1-dependent DNA repair inhibition. HEK293T ELG1-luciferase reporter, luminescence, 16 h; DNA damage induced by 5-fluorouridine. Potency, µM (series often up to 46.1 µM), inactives show at the top dose activity change, negative = inhibition, hits mostly inhibitors. 2.3% of 330,000 active; also: potency is read from the fitted curve at half-maximal effect; % is scaled to controls: 0 for no effect and ±100 for the full control effect; nearly all actives have a fitted effect of over 55% in size
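Overnight (16 hr) co-exposure of 2,000 cells/well to 5-fluorouridine and compound at 37 °C preceded detection. Luciferase was quantified via ONE-Glo luminescence; loss of signal denotes inhibition.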
Eya2 phos inh – inhibitors of human Eya2 phosphatase activity. 0.006% of 330,000 active. Potency, µM (doses to about 76.9 µM), inactives show at the highest dose activity, negative = inhibition, actives largely listed as inhibitors. recombinant Eya2, OMFP fluorescence dephosphorylation (OMFP is methylfluorescein phosphate). O00167. AID 488837; also: potency is read from the fitted curve at half-maximal effect; % is scaled to controls: 0 for no effect and ±100 for the full control effect
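Eya2 (0.2 uM) preincubated 10 min at ambient with compound, then OMFP substrate added at 50 uM; 10 min reaction in 50 mM HEPES pH 7.5, 50 mM NaCl, 5 uM MgCl2, 0.05% BSA, 1 mM DTT. Fluorescence read at Ex 485/Em 525 nm.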
BCR signal inh – blocks chronic active B-cell receptor signaling. ABC-DLBCL IkBa-CBG/CBR reporter, luminescence ratio, 4 h. Potency, µM (titrated, usually from 46.1 µM), without a hit: at the highest dose ratio change, negative = lower green/red ratio, most hits filed as inhibitors. 0.05% of 340,000 active; active = well fitted inhibition curve with a large enough effect in the signal ratio, with a control signal flat, not every such curve was filed as active; inconclusive = small, poorly fitted or top-dose-only effect, or effect the other way, or a change in a side signal; the % refers to the signal ratio;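 also: potency is read from the fitted curve at half-maximal effect; plate controls were basal doxycycline-induced cells for no effect and cells given 10 µM MG132 for full effect; MG132 reads +100%, hits lower the ratio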
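Doxycycline induced both beetle luciferases in TMD8 lymphoma cells; IKK-driven degradation limits the IkappaBalpha-fused green signal, while red luminescence normalises for cell number and nonspecific effects. Compounds tested up to 46 uM, 4 hrs.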
TCR activator – activates T cell receptor signaling; primary human leukocytes, anti-CD3, IL-2 HTRF, 48 h; Potency, µM (series often up to 9.22 µM), for the others: at the top dose activation of IL-2 secretion, actives largely listed as activators; 330,000 tested, under 10 active; AID 504894; also: % of control where 0% means no effect
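48 hr co-incubation of compounds, a-CD3 beads and primary human leukocytes; IL-2 quantified homogeneously by HTRF with anti-IL-2 K and d2 conjugates.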
uPA generation – blocks generation of uPA at the cell surface; cell surface uPA generation assay, qHTS; Potency, µM (top dose mostly 38.3 µM), for inactives: at the top dose activity change, negative = inhibition, most hits filed as inhibitors; 0.31% of 330,000 active; AID 540303; active = well fitted inhibition curve with a large enough effect; inconclusive = small, poorly fitted or top-dose-only effect; inactive = no such curve, though single readings can be large or run the other way; tested in mouse RAW 264.7 cells; also: potency is read from the fitted curve at half-maximal effect; % is scaled to controls: 0 for no effect and ±100 for the full control effect; nearly all actives have a fitted effect of over 55% in size
Mito fusion yeast – inhibitors of mitochondrial division or activators of mitochondrial fusion | S. cerevisiae fusion-defective mutant growth rescue, CellTiterGlo 48 h | Potency, µM (series often up to 46.1 µM), inactives show top-dose growth rescue (activation), actives largely listed as activators | 0.23% of 320,000 active;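 also: potency is read from the fitted curve at half-maximal effect; % of control where 0% means no effect; nearly all actives have a fitted effect of over 45% in size; temperature-sensitive fusion mutants such as fzo1-1 at 37 °C on non-fermentable ethanol glycerol medium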
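Yeast fusion mutant, YPEG (non-fermentable carbon), compound, 48 h at 37C non-permissive; CellTiterGlo added, 10 min RT, luminescence read. Rescued growth = division inhibition.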
USP2a block – blocks human ubiquitin-specific protease USP2a; Potency, µM (titrated, usually from 38.3 µM), for the others: top-dose activity change, negative = inhibition, actives largely listed as inhibitors; 0.01% of 330,000 active; USP2 core, Ub-CHOP2 coupled fluorogenic reporter, 485/531; AID 463254;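 also: potency is read from the fitted curve at half-maximal effect; plate controls were DMSO wells for no effect and full inhibition by NEM control for full effect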
Target sequence (O75604 whole entry, looked up): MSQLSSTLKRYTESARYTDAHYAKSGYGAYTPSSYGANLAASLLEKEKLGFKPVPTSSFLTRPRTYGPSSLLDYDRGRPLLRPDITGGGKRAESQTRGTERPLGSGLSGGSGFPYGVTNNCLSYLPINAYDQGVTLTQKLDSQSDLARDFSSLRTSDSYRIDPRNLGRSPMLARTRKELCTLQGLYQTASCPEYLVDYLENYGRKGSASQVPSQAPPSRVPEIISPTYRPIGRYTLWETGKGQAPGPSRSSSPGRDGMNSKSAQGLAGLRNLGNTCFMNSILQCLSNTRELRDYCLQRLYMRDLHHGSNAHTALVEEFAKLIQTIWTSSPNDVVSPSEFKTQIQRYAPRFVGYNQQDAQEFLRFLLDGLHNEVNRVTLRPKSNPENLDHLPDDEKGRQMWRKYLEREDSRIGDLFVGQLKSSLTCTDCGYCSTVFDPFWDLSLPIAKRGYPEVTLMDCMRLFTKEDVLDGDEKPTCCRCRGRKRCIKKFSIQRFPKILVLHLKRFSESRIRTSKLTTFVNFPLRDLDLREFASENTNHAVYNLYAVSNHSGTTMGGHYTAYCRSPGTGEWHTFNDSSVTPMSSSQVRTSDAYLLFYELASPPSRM
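Cell-free coupled assay: 10nM USP2 core preincubated 30min RT with compound in Tris-HCl pH 8.0/CaCl2/CHAPS buffer, then 25nM Ub-CHOP2 and 25nM reporter substrate; fluorescence (Ex 485/Em 531) read after 60min RT, normalized to NEM inhibition, concentration-response curves fitted.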
An asterisk follows results filed as active; ? = inconclusive; · = not tested or not shown; [ ] = remark or other dose. Unless noted, calls follow the shape of the dose curve; as a rule, active = well fitted curve in the direction sought with a large enough effect; inconclusive = small, poorly fitted or top-dose-only effect, or another doubt; inactive = no such curve, though single readings can be large; an effect the other way counts as inactive or inconclusive.

Screens in order – PTAP TSG101 blk, TSHR antagonist, Tb PFK block, B2AR arrestin, ELG1 repair inh, Eya2 phos inh, BCR signal inh, TCR activator, uPA generation, Mito fusion yeast, USP2a block
> COc1ccc(Cl)cc1C(=O)NNC(=O)CSc1nncn1C
→ 0%, -8, -7%, -0.1%, 0%, -4%, -8%, -2%[46.1 µM], -3%, ·, 0%
> Cc1ccccc1NS(=O)(=O)c1ccc(NC(=O)c2ccco2)cc1
→ 0%, 9, -2%, 0.1%, ?, -13%, -1%, 2%, 5%, 0%, -2%
> COc1cccc(CNC(=O)CSc2ccc(-c3ccccn3)nn2)c1
→ -21%, -1, -1%, 0.2%, -16%, -2%, 3%, 5%, 3%, 6%, -1%
> CC(C)(C)NC(=O)Cn1nnc(-c2ccccc2Cl)n1
→ -6%, 11, 2%, 0.1%, ?, 7%, ?, ·, 7%, 26%, 2%
> CC(C)NC(=O)c1ccccc1NC(=O)Cc1ccc(Br)cc1
→ -5%, 3, -4%, -1.1%, -14%, -5%, 0%, 4%, 3%, -8%, -2%
> O=C(NC1CCCCCCC1)C1CCCN(S(=O)(=O)c2cnc[nH]2)C1 (configuration not stated)
→ 3%, 2, -2%, -0.2%, -5%, 16%, 13%, 0%, -3%, 0%, -2%
> O=C(Nc1ccnn1C1CCN(Cc2ccc(F)cc2)CC1)C1CC1
→ -6%, 8, 1%, 3.5%, -2%, 6%, -1%, -1%, -19%, 0%, -1%
> CCc1ccc2nc(N=C(N)N)nc(C)c2c1
→ -1%, 5, -7%, 0.4%, -5%, 7%, ?, 0%, 3%, -3%, 9%
> COc1ccccc1NC(=O)N(Cc1cc2cc(OC)c(OC)cc2[nH]c1=O)CC1CCCO1 (configuration not stated)
→ 0%, 4, -10%, -0.8%, ?, 14%, 12%, 6%, -11%, 2%, 0%
> CCn1c(SCc2ccc(OC)c(F)c2)nc2ccccc2c1=O
→ -2%, -15, 0%, -0.1%, -14%, 1%, ?, -3%, -2%, -13%, -3%
> COc1ccc(S(=O)(=O)N2CCN(C(=O)c3cc(C)nc4ccccc34)CC2)cc1OC
→ -12%, ·, 2%, 0.2%, -8%, -32%, -5%, -10%, 0%, ·, 1%
> CCn1ccnc1C(O)c1cccc(OC)c1 (configuration not stated)
→ -8%, -15, -3%, 0.4%, 0%, -6%, 1%, 5%, -1%, -4%, -1%
> COC(=O)Cc1csc(Nc2ccc(Cl)cc2)n1
→ -9%, 16, 0%, -0.1%, ?, -7%, 3%, 0%[46.1 µM], -2%, -9%, 0%
> NC(=O)C1CCCN(C(=O)c2ccc(-c3cccc(Cl)c3Cl)o2)C1 (configuration not stated)
→ -2%, -11, -4%, 0.4%, ?, 18%, 0%, 1%, -1%, -12%, -1%
> O=C(Nc1cccc(C(F)(F)F)c1)C1CCN(S(=O)(=O)c2ccc(N3CCCC3=O)cc2)CC1
→ -4%, -34, -9%, 0.2%, -25%, -1%, 5%, 3%, ?, 0%, 0%
> CCCn1c(=O)c(C(=O)Nc2nnc(CC)s2)c(O)c2ccccc21
→ ·, -8, 1%, -0.2%, -2%, -3%, 8%, ·, ·, 8%, 2%
> COCCCn1c(SCC(=O)O)nc2cc(OC)c(OC)cc2c1=N
→ -1%, -6, -1%, -0.1%, -10%, 3%, -1%, ·, 1%, -2%, 6%
> CCCc1ccc(OCc2ccc(C(=O)O)o2)c(OC)c1
→ -4%, -8, -8%, 0.1%, ?, -4%, ?, -4%, -4%, -2%, -1%
> COc1ccc(C)cc1N(C(=O)COc1cccc(F)c1)c1nc2ccccc2s1
→ -2%, 3, -1%, -0.4%, 1%, 3%, ?, -7%[46.1 µM], 2%, 9%, -1%
> CC(=O)c1ccc(S(=O)(=O)NCc2ccc(C(=O)NCC(c3ccccc3)N(C)C)cc2)cc1 (configuration not stated)
→ -1%, 37, 0%, 0.6%, ?, 10%, -10%, 7%, -2%, -8%, 0%

Complete entries as entered above.
CCc1ccc2nc(N=C(N)N)nc(C)c2c1 is listed as PTAP TSG101 blk: -1%; TSHR antagonist: 5; Tb PFK block: -7%; B2AR arrestin: 0.4%; ELG1 repair inh: -5%; Eya2 phos inh: 7%; BCR signal inh: ?; TCR activator: 0%; uPA generation: 3%; Mito fusion yeast: -3%; USP2a block: 9%
O=C(Nc1ccnn1C1CCN(Cc2ccc(F)cc2)CC1)C1CC1 is listed as PTAP TSG101 blk: -6%; TSHR antagonist: 8; Tb PFK block: 1%; B2AR arrestin: 3.5%; ELG1 repair inh: -2%; Eya2 phos inh: 6%; BCR signal inh: -1%; TCR activator: -1%; uPA generation: -19%; Mito fusion yeast: 0%; USP2a block: -1%

Following part:
Screens in order – PTAP TSG101 blk, TSHR antagonist, Tb PFK block, B2AR arrestin, ELG1 repair inh, Eya2 phos inh, BCR signal inh, TCR activator, uPA generation, Mito fusion yeast, USP2a block
> COc1ccc(NC(=O)CN(c2ccccc2F)S(=O)(=O)c2ccc(C)cc2)cc1
→ -3%, -7, -3%, -0.2%, -13%, 8%, 11%, 5%, -3%, 1%, 2%
> Fc1ccc(-c2csc3ncnc(Cl)c23)cc1
→ -4%, 1, 0%, -0.2%, 12%, -6%, -19%, -3%[46.1 µM], -6%, -15%, 0%
> O=C(Nc1ccc(F)cc1)Nc1ccc2c(c1)CCC2
→ -2%, 8, -10%, -0.2%, ?, 7%, -20%, 4%, -3%, -2%, 0%
> Cc1cccc(NC(=O)CSCC(=O)N2CCN(Cc3ccc4c(c3)OCO4)CC2)c1
→ -6%, 9, 5%, -1.0%, -25%, -6%, -6%, 1%, 7%, 7%, -1%
> CCC(=O)NNc1ccc(Br)cc1
→ -3%, 0, -2%, 0.1%, ?, -8%, 2%, -1%, 6%, -1%, -1%
> Cc1ccc(O)c(C(=O)c2cnn(C(=O)Cc3csc(C)n3)c2)c1
→ -7%, 1, -2%, 6.3%, 16µM*, 11%, ?, 13%, 9%, -3%, 0%
> Cc1ccc(NC(=O)CSc2nc(=O)n3cc(C)ccc3n2)c(C)c1
→ -1%, 4, 8%, -0.3%, 10%, 19%, 3%, -2%, 0%, 3%, 1%
> CCOc1ccc(N2C(=O)CC(N3CCC(O)(c4ccc(Br)cc4)CC3)C2=O)cc1 (configuration not stated)
→ 2%, 5, 7%, -0.9%, ?, -22%, 0%, -2%, -3%, -8%, -4%
> Cc1ccc(NC(=O)C(=O)NCCCN2CCCC2=O)cc1
→ 2%, 26, -10%, 0.1%, ?, 14%, -13%, 3%, ?, 8%, -2%
> O=c1[nH]c(SCc2ccc(F)cc2Cl)nc2ccccc12
→ 4%, -5, 0%, -0.2%, 5%, -1%, -8%, -3%, -1%, -2%, -6%
> O=C(c1cccc(Cl)c1)N1CCC(=O)N(C(COCc2ccccc2)Cc2ccccc2)CC1 (configuration not stated)
→ 0%, -4, -1%, -0.4%, ?, -1%, -1%, 0%, 1%, 24%, 2%
> CCOc1ccc(C(=O)Nc2ccc(S(=O)(=O)Nc3cc(C)on3)cc2)cc1
→ -2%, -14, 4%, -0.5%, 8%, 7%, 5%, -4%, ?, -6%, -2%
> COC(=O)c1ccc(/C=C(/NC(=O)c2ccccc2)C(=O)N2CCOCC2)cc1
→ -4%, -9, -1%, -0.1%, 3%, 14%, -4%, -6%, 7%, 3%, 2%
> Cc1ccc(NC(=O)COC(=O)[C@@H]2CCCN2C(=O)c2cccs2)cc1S(=O)(=O)N(C)C
→ -6%, 6, 4%, -0.2%, ?, 0%, ?, -35%, 2%, -1%, -3%
> COc1cc(Cl)c(C)cc1NC(=O)CSc1ccc(C)cc1
→ 0%, -10, 1%, 0.0%, 0%, -3%, 21%, -5%, ·, 2%, -1%
